HePTP inh: inhibitors of human HePTP phosphatase, primary screen, biochemical, absorbance, leukemia target; Tyrosine-protein phosphatase non-receptor type 7 (Homo sapiens), P35236; recombinant HePTP phosphatase activity, OD absorbance; inhibition, % at 20 µM; 110,000 tested, 0.64% active; AID 521, 2006; in the data active = inhibition above about 50%;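 also: plate controls were vehicle for no effect and reference inhibitor for full effect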
Target sequence (P35236 whole entry, looked up): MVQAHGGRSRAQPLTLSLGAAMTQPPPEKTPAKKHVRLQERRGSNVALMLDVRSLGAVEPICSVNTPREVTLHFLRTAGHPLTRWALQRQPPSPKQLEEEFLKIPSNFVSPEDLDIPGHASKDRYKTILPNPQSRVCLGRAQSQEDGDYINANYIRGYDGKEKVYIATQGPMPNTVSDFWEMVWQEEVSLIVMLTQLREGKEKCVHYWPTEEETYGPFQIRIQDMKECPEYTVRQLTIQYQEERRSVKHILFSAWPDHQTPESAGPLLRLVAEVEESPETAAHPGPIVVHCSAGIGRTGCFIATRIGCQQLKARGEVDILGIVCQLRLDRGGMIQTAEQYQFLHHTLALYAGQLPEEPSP
BAP1 inh: inhibitors of BAP1 deubiquitinase, primary screen, biochemical, Ub-AMC fluorescence, kinetic; activity remaining (% of control), % at 20 µM; 72,000 tested, 0.48% active; recombinant BAP1, Ub-AMC hydrolysis fluorescence kinetic; hits give low values;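 active = activity remaining at or below 50% of control, provided the compound also passes the data quality filters; inactive = the rest, including low values that fail the filters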;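 also: 100% = DMSO wells rate and 0% = substrate alone blank rate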
Target sequence (Q92560 whole entry, looked up): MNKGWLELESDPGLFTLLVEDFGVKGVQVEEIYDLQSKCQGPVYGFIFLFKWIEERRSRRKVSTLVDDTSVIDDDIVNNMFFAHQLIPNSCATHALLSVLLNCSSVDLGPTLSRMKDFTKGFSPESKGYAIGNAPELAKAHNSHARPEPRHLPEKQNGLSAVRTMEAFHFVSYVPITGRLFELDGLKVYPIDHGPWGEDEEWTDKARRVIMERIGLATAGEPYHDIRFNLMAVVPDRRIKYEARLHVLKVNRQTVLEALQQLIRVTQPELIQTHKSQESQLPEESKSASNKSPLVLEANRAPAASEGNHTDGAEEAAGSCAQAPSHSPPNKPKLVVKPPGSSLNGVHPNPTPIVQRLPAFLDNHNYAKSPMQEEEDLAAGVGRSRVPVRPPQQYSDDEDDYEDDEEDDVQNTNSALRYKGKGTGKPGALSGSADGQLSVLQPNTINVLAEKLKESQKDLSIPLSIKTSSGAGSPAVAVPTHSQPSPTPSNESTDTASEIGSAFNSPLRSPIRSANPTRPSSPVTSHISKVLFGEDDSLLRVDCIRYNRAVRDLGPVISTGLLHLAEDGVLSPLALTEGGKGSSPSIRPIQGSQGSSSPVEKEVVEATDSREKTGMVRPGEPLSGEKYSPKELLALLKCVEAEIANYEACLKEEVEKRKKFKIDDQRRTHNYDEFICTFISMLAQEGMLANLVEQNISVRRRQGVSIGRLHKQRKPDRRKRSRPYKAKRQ
The depositor's hits bear a star; nt = no result given.

entry	SMILES	BAP1 inh	HePTP inh
1	COc1cc(C(=O)Nc2cccc(F)c2)cc(OC)c1OC	nt	6
2	CCCCn1nnc(NC(=O)CC23CC4CC(CC(C4)C2)C3)n1	130	-4
3	COc1cc2c(=O)n(Cc3ccccc3)c(=O)n(CC(=O)NCC3CCCO3)c2cc1OC (stereo not drawn)	nt	12
4	CC(=O)Nc1ccc(-c2nc(-c3ccccc3)c3cc(NC(C)=O)ccc3n2)cc1	nt	-25
5	Clc1ccc(CSc2nnc([C@@H]3CCCN3)o2)cc1	67	3
6	CCOC(=O)C1=C(C)Nc2ncnn2C1c1ccc2c(c1)OCO2 (stereo not drawn)	98	5
7	CC1CCN(S(=O)(=O)c2cc(Cl)ccc2Br)CC1	89	5
8	COCCn1c(SCC(=O)N2CCCCC2)nc2ccccc2c1=O	116	13
9	CC(/C=C/c1ccc2c(c1)OCO2)=N\NC(=O)c1cccc([N+](=O)[O-])c1	nt	-6
10	CCOc1ccc2c(C)c(CC)c(=O)oc2c1	nt	-8
11	Cc1cc2oc(=O)cc(C)c2cc1NC(=O)C(C)C	nt	8
12	CCC(=O)n1nc(NCc2ccccc2OC)nc1NCc1ccccc1OC	106	10
13	O=C(Nc1nnc(CCN2CCOCC2)s1)C1CCCCC1	104	12
14	CCOc1ccccc1NC1=NCC(=O)N1Cc1ccc(F)cc1	95	1
15	COc1ccc(NC(=O)COc2ccc(Br)c(C)c2)cc1Cl	nt	11

(next part)
entry	SMILES	BAP1 inh	HePTP inh
16	C=C(C)C(=O)Oc1ccc(N2C(=O)C=CC2=O)cc1	nt	5
17	CCOc1ccccc1NC(=O)c1c(NC(=O)c2cccs2)sc2c1CCC2	nt	-2
18	CCOC(=O)c1cccc(C(=O)Nc2ccc(F)cc2)n1	99	nt
19	Cc1nn(C(C)C(=O)O)c(=O)c2c1sc1ccccc12 (stereo not drawn)	61	5
20	COc1ccc(NC(=O)c2ccco2)cc1NC(=O)c1c(F)c(F)c(OC)c(F)c1F	95	-1
21	Cc1nn(-c2ccccc2)c(N2CCCCC2)c1/C=N/Nc1ccc(C(F)(F)F)cn1	nt	1
22	Cc1ccc2[nH]c3c(c2c1)CCCC3NC(N)=O (stereo not drawn)	nt	-12
23	CN1C(=O)N(CN2CCCCC2)C2C1N(C)C(=O)N2CN1CCCCC1 (stereo not drawn)	82	2
24	N#CC1=C(N=Cc2ccccc2O)CCC1	nt	-6
25	COc1cc2c(=O)n(Cc3ccco3)c(=O)n(CC(=O)c3ccc(Br)cc3)c2cc1OC	78	7
26	O=C(Nc1cccc(Cl)c1)c1ccc(-n2cnnn2)cc1	nt	-3
27	Cc1c(Cl)cccc1N=Cc1ccc[nH]1	nt	-14
28	N=c1sc(Cc2ccc(Br)cc2)cn1CC(=O)c1ccc(Cl)cc1	nt	-2
29	CN=C1SC(CC(=O)Nc2cc(Cl)ccc2Cl)C(=O)N1C (stereo not drawn)	nt	6
30	COC(=O)c1c(NC(=O)C2CC2)sc2c1CCCC2	92	-2

(continued)
entry	SMILES	BAP1 inh	HePTP inh
31	O=C1NC(=O)N(c2cccc(F)c2)C(=O)/C1=C/c1ccc(N2CCOCC2)o1	nt	6
32	Cc1oc(-c2ccccc2)cc1C(=O)NC(Cc1ccccc1)C(=O)O (stereo not drawn)	nt	7
33	CCOc1ccc(C2C(C(=O)c3ccc(C)o3)=C(O)C(=O)N2CCCN(CC)CC)cc1 (stereo not drawn)	nt	2
34	COc1ccc(CC(NC(C)=O)C(=O)NC2CCN(S(=O)(=O)c3ccccc3)CC2)cc1OC (stereo not drawn)	88	6
35	COc1ccc(N(CC(=O)N2CCCC2)S(=O)(=O)c2ccccc2[N+](=O)[O-])c(OC)c1	nt	-6
36	O=C(c1ccccc1NS(=O)(=O)c1ccc(Br)s1)N1CCCC1	133	4
37	Cc1cc(NC(=O)COC(=O)c2cc3c(s2)CCC(C)C3)no1 (stereo not drawn)	nt	8
38	COc1ccc(S(=O)(=O)NNC(=O)c2ccc([N+](=O)[O-])cc2)cc1	nt	7
39	Cc1ccc(N2C(=O)NC(=O)/C(=C\c3cc(Cl)c(OCC(=O)O)c(Cl)c3)C2=O)cc1	nt	5
40	Cc1ccc2c(c1)N(CC(=O)N1CCCCC1c1cccnc1)C(=O)CO2 (stereo not drawn)	99	8
41	CSc1ccccc1NS(=O)(=O)c1ccc2c(c1)OCCO2	100	5
42	COc1cc(C(=O)NCCOc2ccccc2C)cc(OC)c1OC	nt	2
43	O=C(NCCCO)c1ccc2[nH]c3ccccc3c2c1	72	8
44	COc1cccc(NC(=O)COc2ccc3ccccc3c2)c1	nt	5
45	COc1cccc(/C=N/n2cncn2)c1OCC#N	109	6

Values by screen from above.
Nos. 38–41 in HePTP inh, in turn: 7, 5, 8, 5

(further entries)
entry	SMILES	BAP1 inh	HePTP inh
46	O=C(NC(=S)Nc1ccc2oc(-c3ccc(I)cc3)nc2c1)c1ccccc1Cl	nt	-2
47	O=C1CSC(=S)N1c1ccccc1C(F)(F)F	nt	2
48	CC(C)[C@H](NC(=O)NC1CCCC1)C(=O)O	119	1
49	CCOc1cc(C(=O)N2CCN(c3ccc(C(C)=O)cc3)CC2)cc(OCC)c1OCC	79	8
50	O=C1S/C(=C/c2ccccc2F)C(=O)N1CNc1ccccc1Cl	nt	-8
51	COCCOc1ccc(C(F)(F)F)cc1Nc1nc2ccccc2o1	69	0
52	CCc1ccc(C(=O)/C=C/c2ccc([N+](=O)[O-])o2)cc1	nt	8
53	CCOc1ccc(N2C(=O)NC(=O)/C(=C/c3cccc4ccccc34)C2=O)cc1	nt	2
54	Cc1c(N2C(=O)/C(=C/c3ccc(-c4ccccc4Cl)o3)SC2=S)c(=O)n(-c2ccccc2)n1C	nt	12
55	CC1CN(c2c(Cl)cccc2[N+](=O)[O-])CCN1S(C)(=O)=O (stereo not drawn)	nt	3
56	COc1ccccc1C(=O)OC1CC(C)N(C)CC1C (stereo not drawn)	nt	-11
57	CC(=O)C1=C(O)C(=O)N(CCCC(=O)O)C1c1ccc([N+](=O)[O-])cc1 (stereo not drawn)	nt	-25
58	CC1(C)CC(=O)C(Sc2ccc(Br)cc2)=C(OC(=O)c2ccco2)C1	147	nt
59	CC1=NN(c2ccccc2)C(=O)C1C(C)C[N+](=O)[O-] (stereo not drawn)	nt	4
60	CCOc1ccc(N(CC(=O)NC2CCCCCC2)S(=O)(=O)c2c(C)noc2C)cc1	96	1

More records
entry	SMILES	BAP1 inh	HePTP inh
61	COc1ccc(/C=C2/C(=O)NN(c3cccc(Cl)c3)C2=O)cc1OC	nt	7
62	CCOC(=O)C(=CNc1cc(Cl)c(-c2ccco2)c(Cl)c1)C(=O)OCC	nt	10
63	CCc1ccc(/C=N/NC(=O)c2c[nH]c3ccccc23)s1	nt	2
64	Cc1nnc(SCC(=O)N2CCC(C(N)=O)CC2)s1	74	8
65	COc1cc(/C=c2\sc3nc4ccccc4n3c2=O)cc(Cl)c1OCc1ccccc1Cl	nt	6
66	CCOc1ccc(-c2cc(C(=O)Nc3cc(OC)c(Cl)cc3OC)c3ccccc3n2)cc1	nt	-22
67	O=C(COC(=O)CCOc1ccccc1)Nc1ccc(Cl)cn1	107	0
68	Cc1ccc(OCCOCCOc2ccc(Cl)cc2/C=C2/SC(=S)NC2=O)cc1	nt	3
69	COc1cc(/C=C2\SC(=S)N(CC(=O)O)C2=O)ccc1OC(=O)C12CC3CC(CC(C3)C1)C2	nt	-4
70	Cc1cc(Cl)c2c(c1)[C@]1(C(=O)N2)[C@@H]2C(=O)N(Cc3ccccc3)C(=O)[C@@H]2[C@@H]2CCCN21	100	8
71	COc1cc(S(=O)(=O)N2CCOCC2)ccc1NC(=O)c1cc2c(s1)CCC2	nt	-4
72	CCCCC(=O)N(c1ccc(OC)cc1)C1C=CS(=O)(=O)C1 (stereo not drawn)	103	-3
73	COCCNC(=O)C(=O)Nc1ccccc1	nt	4
74	Cc1cc(Cl)cc(Br)c1OCCCCn1cncn1	151	-3
75	N#CC(=C1CCCC1)c1nc(-c2ccccc2O)cs1	nt	-4

Seven records picked at random from the list so far:
entry	SMILES	BAP1 inh	HePTP inh
45	COc1cccc(/C=N/n2cncn2)c1OCC#N	109	6
72	CCCCC(=O)N(c1ccc(OC)cc1)C1C=CS(=O)(=O)C1 (stereo not drawn)	103	-3
17	CCOc1ccccc1NC(=O)c1c(NC(=O)c2cccs2)sc2c1CCC2	nt	-2
29	CN=C1SC(CC(=O)Nc2cc(Cl)ccc2Cl)C(=O)N1C (stereo not drawn)	nt	6
10	CCOc1ccc2c(C)c(CC)c(=O)oc2c1	nt	-8
70	Cc1cc(Cl)c2c(c1)[C@]1(C(=O)N2)[C@@H]2C(=O)N(Cc3ccccc3)C(=O)[C@@H]2[C@@H]2CCCN21	100	8
22	Cc1ccc2[nH]c3c(c2c1)CCCC3NC(N)=O (stereo not drawn)	nt	-12

Remaining list, next part.
entry	SMILES	BAP1 inh	HePTP inh
76	Cc1[nH]c(=O)[nH]c(=O)c1S(=O)(=O)N1CCOCC1	96	-1
77	CC1CCCC(NC(=O)CSc2nccn2C)C1C (stereo not drawn)	nt	-6
78	CCOC(=O)CSc1nnc(CNC(=O)c2cccs2)n1CCc1ccccc1	103	8
79	O=C(NC12CC3CC(CC(C3)C1)C2)N1CCN(c2ccccn2)CC1	67	-2
80	CC1CN(c2nc3ccccc3nc2C(C#N)C(=O)NCc2ccc3c(c2)OCO3)CC(C)O1 (stereo not drawn)	58	3
81	COC(=O)Nc1ccc(C)c(NC(=O)OC)c1	120	10
82	CCc1c(C)nc2c(OC)cccc2c1Cl	nt	-5
83	CCCOC(=O)c1ccc(OCC(O)Cn2c(C)nc3ccccc32)cc1 (stereo not drawn)	109	9
84	Cc1cccc(NC(=O)CCN2C(=O)C3C4C=CC(C4)C3C2=O)n1 (stereo not drawn)	92	-7
85	CCOC(=O)Cn1c(C)c(Br)c(=O)c2cccc(C)c21	93	-8
86	CCOc1ccccc1N(CC(=O)NC1CCCC1)C(=O)CCC(=O)Nc1cc(C)on1	102	-4
87	O=C(NCc1ccco1)c1ccc(CS(=O)(=O)c2cccc(C(F)(F)F)c2)o1	94	-2
88	COc1ccccc1/C=C1/SC(=S)N(Cc2ccccc2)C1=O	nt	-13
89	CCC(C(=O)NC1CCCC1)N(C(=O)Cn1nnc(-c2ccc(C)o2)n1)C(C)(C)C (stereo not drawn)	96	-3
90	COCCn1nnnc1C(c1ccc(C)cc1)N1CCN(Cc2ccc3c(c2)OCO3)CC1 (stereo not drawn)	97	-12

Other structures follow:
entry	SMILES	BAP1 inh	HePTP inh
91	O=C(Nc1nc(SCc2ccc(F)cc2)ns1)c1ccco1	77	nt
92	CCCc1cc(=O)n2[nH]c(-c3cccs3)cc2n1	nt	4
93	CC(=O)Oc1ccc(C(=O)Nc2cccc(C(=O)O)c2)cc1	nt	9
94	O=C1CC(N2CCSCC2)C(=O)N1c1ccc(S(=O)(=O)N2CCOCC2)cc1 (stereo not drawn)	nt	3
95	COc1ccc(NC(=O)CNS(=O)(=O)c2cccc3nonc23)c(OC)c1	nt	7
96	CCC(C)Sc1nc2c(c(=O)[nH]c(=O)n2C)n1Cc1ccccc1Cl (stereo not drawn)	86	1
97	O=C(NCCc1ccc(Cl)cc1)c1cnc2n(c1=O)CCS2	94	3
98	CCCCc1ccc(-c2csc(/C(C#N)=C/c3ccc(OC)c(OC)c3)n2)cc1	nt	3
99	Cc1nn2c(-n3ccnc3)c3c(nc2c1-c1ccccc1)CCC3	95	8
100	O=S(=O)(c1ccccc1)c1ccc(Br)cc1	135	nt
101	O=C1c2ccccc2NC(c2ccccc2)N1Cc1ccco1 (stereo not drawn)	51	9
102	CC(=O)c1cccc(OCC(=O)c2cc(C)n(-c3cc(C)on3)c2C)c1	109	4
103	O=C(COc1ccccc1[N+](=O)[O-])Nc1ccc(-c2nc3cc(Cl)ccc3o2)cc1	nt	6
104	O=C(CSc1ccc2nnc(-c3ccccc3)n2n1)NCC1CCCO1 (stereo not drawn)	84	nt
105	COc1ccccc1OCC(=O)Nc1ccc(N(C)C)cc1	nt	-12

Compound profiles, as listed above. Order of values: BAP1 inh	HePTP inh
Listed for CCCc1cc(=O)n2[nH]c(-c3cccs3)cc2n1 = nt	4
Listed for COc1cccc(NC(=O)COc2ccc3ccccc3c2)c1 = nt	5
Listed for COc1cccc(/C=N/n2cncn2)c1OCC#N = 109	6
Listed for O=C1c2ccccc2NC(c2ccccc2)N1Cc1ccco1 (stereo not drawn) = 51	9

As entered above.
BAP1 inh result of compound 8 is entered as 116
HePTP inh result of compound 82 is entered as -5
HePTP inh result of compound 96 is entered as 1
BAP1 inh result of compound 104 is entered as 84

The results go on.
entry	SMILES	BAP1 inh	HePTP inh
106	Cc1ccc(N2CCCn3c2nc2c3c(=O)n(CC(=O)OCc3ccccc3)c(=O)n2C)cc1C	100	7
107	NC(=O)c1ccc(Oc2ccc([N+](=O)[O-])cc2)cc1	nt	-1
108	COc1ccc(N2C(=O)NC(=O)/C(=C\c3cc(I)c(OC)c(OC)c3)C2=O)cc1	nt	10
109	CC(=O)Nc1cc2nn(-c3ccc(C)cc3)nc2cc1C	nt	2
110	COc1ccc(S(=O)(=O)Cc2ccc(C(=O)NC(C)C)o2)cc1	98	-4
111	Cc1ccc(C(=O)NCCCNCCCNC(=O)c2ccc(C)nc2)cn1	165	-3
112	COc1ccc(OC)c(-c2[nH]nc3c2C(c2ccco2)C(C#N)=C(N)O3)c1 (stereo not drawn)	66	0
113	COc1ccc(C2=NO[C@@H]3C(=O)N(c4c(C)cccc4C)C(=O)[C@H]23)cc1OC	104	8
114	C#CCOC(=O)C1C2C=CC(C2)C1C(=O)O (stereo not drawn)	92	4
115	CCN(CC)C(=O)CN(c1cccc(Br)c1)S(=O)(=O)c1ccccc1	nt	-1
116	Cc1ccc(/C=C2\SC(=S)N(C(Cc3ccccc3)C(=O)O)C2=O)cc1 (stereo not drawn)	nt	-2
117	COc1ccc(CNc2oc(-c3ccccc3)nc2C#N)cc1	219	1
118	CCOC(=O)c1ccc(N=CC2=C(O)c3ccccc3C2=O)cc1	nt	8

High-throughput results: PubChem, several laboratories
